CD11b adhes enh: enhancers of human CD11b/CD18 binding to fibrinogen. P05107+P11215. K562 CD11b/CD18 adhesion to fibrinogen, ATPlite luminescence. activation, % at 10 µM. actives 0.07% (n = 93,000). AID 1499;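 active means 10 µM primary screen giving 50% or more activity, confirmed by 40% or more on retest at that dose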; further: strong numbers were not always called active
Target sequence (P05107 whole entry, looked up, other chains not shown): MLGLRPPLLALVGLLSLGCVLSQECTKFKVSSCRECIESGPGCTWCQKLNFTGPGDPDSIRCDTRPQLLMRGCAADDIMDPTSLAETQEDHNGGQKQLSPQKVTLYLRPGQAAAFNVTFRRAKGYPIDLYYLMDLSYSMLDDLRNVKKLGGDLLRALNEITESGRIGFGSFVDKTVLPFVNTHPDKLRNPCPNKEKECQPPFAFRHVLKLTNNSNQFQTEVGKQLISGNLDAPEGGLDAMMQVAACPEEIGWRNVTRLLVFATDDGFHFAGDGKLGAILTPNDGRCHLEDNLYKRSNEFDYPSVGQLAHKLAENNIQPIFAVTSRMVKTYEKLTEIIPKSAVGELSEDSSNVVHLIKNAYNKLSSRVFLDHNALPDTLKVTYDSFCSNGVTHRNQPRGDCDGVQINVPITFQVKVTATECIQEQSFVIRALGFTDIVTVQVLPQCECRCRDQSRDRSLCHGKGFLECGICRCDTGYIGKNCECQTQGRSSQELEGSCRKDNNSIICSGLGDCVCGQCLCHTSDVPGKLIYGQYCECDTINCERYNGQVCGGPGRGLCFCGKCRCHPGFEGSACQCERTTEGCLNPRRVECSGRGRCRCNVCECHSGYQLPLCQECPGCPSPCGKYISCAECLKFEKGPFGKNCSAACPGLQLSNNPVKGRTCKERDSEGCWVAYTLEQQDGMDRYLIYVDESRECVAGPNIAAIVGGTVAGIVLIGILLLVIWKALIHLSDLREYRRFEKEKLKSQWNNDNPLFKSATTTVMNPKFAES
H69AR inhibit: growth inhibitors of human H69AR lung tumor cells. AID 598. H69AR lung tumor viability, ATP luminescence, 72 h; stronger effect = lower value. actives 6% (n = 85,000). viability, % at 10 µM;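 active means viability at or below 40%; inactive means viability above 40%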;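 further: multidrug resistant small cell line overexpressing MRP-1 efflux transporter; 100% = mean luminescence of untreated control wells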
HUVEC inhibit: inhibitors of human endothelial cell proliferation; actives 1.1% (n = 86,000); viability, % at 10 µM (by protocol); HUVEC proliferation, CellTiter-Glo luminescence, 72 h; stronger effect = lower value; AID 648;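 active means viability at or below 30%; inactive means viability above 30%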;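 further: 100% = median luminescence of DMSO-only cell control wells on each plate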
MT1-MMP txn act: activates MT1-MMP transcription; HT1080 MT1-MMP promoter luciferase reporter, luminescence, overnight; stronger effect = higher value; activation factor at 10 µM; actives 0.16% (n = 86,000); AID 750;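 active means activation factor of at least 2 for MT1-MMP transcription at 10 µM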
Smad3 FoxH1 inh: inhibitors of human Smad3 transcription factor binding | P84022 | TR-FRET Smad3/Dy647-FoxH1 peptide binding, europium anti-His | inhibition, % at 25 µM | actives 0.29% (n = 88,000);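 active means compounds that reduce the energy-transfer binding signal between the protein and its labelled peptide by more than half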;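 further: 0% = Smad3 plus labelled peptide maximal FRET and 100% = peptide-only background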
Fibroblast inh: blocks proliferation of human lung fibroblasts; AID 719; LL 47 human lung fibroblast viability, ATP luminescence; stronger effect = lower value; viability, % at 10 µM; actives 1.1% (n = 85,000);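 active means viability at or below 50% in the single dose screen; inactive means viability above 50%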;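 further: compound exposure lasted 72 h before the ATP readout; 100% = median luminescence of untreated cell-only wells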
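Test system: LL 47 human lung fibroblasts; Quantity: 1,150 cells/well; Buffer or medium: IMEM plus 15% FBS; Dosing: tenfold compound dosing solution, DMSO at 0.1%; Timing: overnight cell rest, 72 h compound treatment at 37 °C; Detection: ATP-based CellTiter-Glo luminescent readout; Read-out basis: viability percentage against median untreated-cell control; Controls: cell-only wells, no compound.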
ERb SRC1 inh: blocks coactivator binding to human estrogen receptor beta | TR-FRET ER-beta LBD / SRC1-Cy5 peptide binding; receptor agonist-loaded with 1 µM estradiol | inhibition, % at 25.6 µM | actives 1.3% (n = 86,000) | AID 633;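 active means compounds whose percent inhibition of the receptor-coactivator binding signal exceeds about 50% in the single-dose screen, limit read from the data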;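 further: 0% = receptor plus peptide wells without compound and 100% = peptide-only wells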
ERa coact inh: blocks coactivator binding to human estrogen receptor alpha; inhibition, % at 25.6 µM; AID 629; TR-FRET ER-alpha LBD / SRC-1 peptide, estradiol-bound; actives 1.7% (n = 86,000); P03372; in the data active means inhibition above about 50%;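 further: 0% = receptor plus peptide control and 100% = peptide only without receptor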
ERa SRC1 pot: ER-alpha (human) coactivator binding potentiation. AID 639. coactivator binding (% of control), % at 25.6 µM. P03372. actives 1.3% (n = 86,000). TR-FRET ERalpha-LBD/SRC-Cy5 coactivator binding, 2 h; 100 = basal binding, no effect; in the data active means activity above about 200%;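 further: binding measured in presence of low estradiol as agonist stimulus; 0% = peptide alone without receptor and 100% = receptor with peptide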
* marks the source's active call; other numbers are inactive results; · = not tested or not shown; [ ] = another dose, or the depositor's remark. Not all compounds are listed; count on the stated rates, not on these rows.

Under each structure: CD11b adhes enh	H69AR inhibit	HUVEC inhibit	MT1-MMP txn act	Smad3 FoxH1 inh	Fibroblast inh	ERb SRC1 inh	ERa coact inh	ERa SRC1 pot
- CCOc1cc(C2C(C#N)=C(N)SC(N)=C2C#N)ccc1OCCN1CCOCC1
    ·	66	88	1.2	26[fluorescence artefact?]	100	1	-10	102
- CO/N=C(\C)c1ncc(C(F)(F)F)cc1N1CCOCC1
    -3	96	100	1.1	-1	94	-3[fluorescence artefact?]	1[fluorescence artefact?]	110
- COc1ccc(NC(=O)C2CCN(C(=O)c3ccccc3)CC2)c(OC)c1
    -2	107	97	1.2	8	93	0[fluorescence artefact?]	-9	110
- COc1ccc(-c2cc(C(=O)NCc3cccnc3)no2)cc1
    4	108	92	1.9	-12	96	-10[fluorescence artefact?]	-8[fluorescence artefact?]	89
- CCc1ccc(-c2nc(-c3ccncc3)no2)cc1
    -3	95	105	0.5	-15	108	-6	-2	104
- Cc1ccc(OCc2nc(-c3ccc(-n4cccc4)cc3)no2)cc1C
    -1	104	106	·	0	107	0	-1	108
- Cc1cc(NC(=O)CCNS(=O)(=O)c2cc(Br)cnc2N)ccc1Br
    -4	31*	48	·	-7	91	-3	-4	76
- CCCn1c(=O)c2ccccc2n2c(SCCOc3ccc(Cl)cc3)nnc12
    -3	72	102	1.1	1	97	4	-11	118
- Cc1nc(SCC(=O)NCCc2ccccc2)c2oc3ccccc3c2n1
    ·	93	94	1	24[fluorescence artefact?]	101	7[fluorescence artefact?]	26[fluorescence artefact?]	264*[fluorescence artefact?]
- COc1ccc(Nc2nc(C)nc3c2nnn3Cc2ccccc2)cc1OC
    ·	74	86	1.3	6	95	-7	-5[fluorescence artefact?]	109
- COC(=O)Cc1[nH]n(-c2nc3ccccc3s2)c(=O)c1C(C)=O
    4	93	85	1.2	16	96	-1	0	109
- CCc1ccc(OCC(=O)Nc2ncc3c(n2)CC(C)(C)CC3=O)cc1
    -4	103	97	1.1	3	106	-1[fluorescence artefact?]	5	95[fluorescence artefact?]
- O=C(NCc1n[nH]c(=S)n1-c1ccc(F)cc1)c1ccc(S(=O)(=O)N2CCCC2)cc1
    -1	95	99	·	-10	100	-5[fluorescence artefact?]	-8	70
- CCOc1ccc(OCC)c(S(=O)(=O)NCc2ccc3c(c2)OCO3)c1
    1	80	89	1.1	7	93	-4	-5	130
- C(=NC12CN3CN(CN(C3)C1)C2)c1ccc2c(c1)OCO2
    0	101	99	1.2	-8[fluorescence artefact?]	106	9	3	124
- CC(C)CSc1nc2c(c(=O)[nH]c(=O)n2C)n1CCc1ccccc1
    -2	98	77	1.3	4	85	4	-6	111
- O=C(CCCC(=O)N(CC(=O)NC1CCCCC1)Cc1ccccc1)Nc1ccccn1
    -9	100	96	1.2	-2	101	19	1	98
- COC(=O)c1cccc(NCN2C(=O)c3ccccc3C2=O)c1
    0	94	90	0.9	0	103	-1[fluorescence artefact?]	6	118
- COC(=O)c1ccccc1NC(=O)Nc1nnc(N2CCC(C)CC2)s1
    -3	80	97	·	2	101	-1	-10	122
- CCOc1ccc(N2CCn3c2nc2c3c(=O)n(CCc3ccccc3)c(=O)n2C)cc1
    31	15*	100	1	-4	108	10[fluorescence artefact?]	42[fluorescence artefact?]	50[fluorescence artefact?]
- COC(=O)Nc1ccc(S(=O)(=O)N(CCO)CCO)cc1
    -2	100	93	1.1	7	99	-3	-9	87[fluorescence artefact?]
- CCn1c(SCc2cccc(C)c2)nnc1-c1ccc(C)cc1
    -1	85	108	1.3	-3	101	-18[fluorescence artefact?]	-8	139
- Cc1ccc2[nH]c(=O)c(CN(Cc3ccccc3)Cc3nnnn3C3CCCC3)cc2c1
    1	41	85	1.1	9	96	8	9	99
- COC(=O)c1ccccc1NC(=O)Nc1cccs1
    ·	105	105	1.2	5	99	-1	3	104
- CC1CN(S(=O)(=O)c2cccc(C(=O)OCC(=O)c3cccs3)c2)CC(C)O1 (centres undefined)
    -4	108	103	1.1	0	98	37	7	66
- Cn1cccc1Cc1nnc(SCC(=O)Nc2ccc3c(c2)OCO3)n1CCc1ccccc1
    3	76	69	1.1	-26	93	0[fluorescence artefact?]	-7	79
- COC(=O)c1cccc(NC(=O)CSc2ncn[nH]2)c1
    1	102	92	1.1	8	96	-1	1	99
- COc1ccc(CCNS(=O)(=O)c2cccc(S(=O)(=O)N3CCCC3)c2)cc1OC
    2	96	91	1.1	-1	96	-4	-19	94
- CC(C)c1c(O)nc(SCCN(C)C)[nH]c1=O
    -2	101	116	1.2	8	100	-4	-3	118
- C=C(Cl)COc1ccc2c(CC)cc(=O)oc2c1
    0	99	106	1.2	-5	100	-14	-22	92

Overlap with the part before: two entries; new compounds follow.
Under each structure: CD11b adhes enh	H69AR inhibit	HUVEC inhibit	MT1-MMP txn act	Smad3 FoxH1 inh	Fibroblast inh	ERb SRC1 inh	ERa coact inh	ERa SRC1 pot
- CC(C)c1c(O)nc(SCCN(C)C)[nH]c1=O
    -2	101	116	1.2	8	100	-4	-3	118
- C=C(Cl)COc1ccc2c(CC)cc(=O)oc2c1
    0	99	106	1.2	-5	100	-14	-22	92
- NS(=O)(=O)c1ccc(NC(=O)c2ccccc2C(=O)N2CCCCC2)cc1
    -2	87	89	1.1	1	98	-7	-3	114
- CN(CCC#N)C(=O)CSc1ncnc2sc(-c3ccccc3)cc12
    -2	62	88	1.4	17	87	-6	4[fluorescence artefact?]	105
- OCc1nc2ccccc2n1CCCOc1ccc(Br)cc1
    1	·	91	1.4	-3	104	6	0	104
- Cc1ccc(C)c(Cn2nnc3c(=O)[nH]c(C4CCCN(C(=O)C5CCC5)C4)nc32)c1 (centres undefined)
    -3	80	86	1	-7	92	-1[fluorescence artefact?]	6[fluorescence artefact?]	96
- N#CC1=C(c2ccccc2)/C(=C/c2ccccc2)OC1=O
    -2	4.0*	28*	·	-2	5.4*	-2	-3	95
- O=C(O)C1CCCN1S(=O)(=O)c1ccc(Cl)c(Cl)c1 (centres undefined)
    -2	88	104	1.2	8	101	2	-1[fluorescence artefact?]	105[fluorescence artefact?]
- C=CCn1c2ccccc2n2nc(C)c(=O)nc12
    ·	84	97	1.4	7	98	-7	-6	107
- Cc1c(Cl)c(C(=O)Nc2nc3ccccc3n2CCN2CCCCC2)nn1C
    2	95	103	·	8	95	-1	-7	126
- COc1cccc(NC(=O)CSc2nnc(Cc3cccn3C)n2-c2ccc(F)cc2)c1
    4	52	101	1.1	17[fluorescence artefact?]	93	-9	-2	104[fluorescence artefact?]
- COc1cccc2cc(C(=O)n3ccc(C)n3)c(=O)oc12
    -4	93	104	·	4	101	-3	-8	111[fluorescence artefact?]
- O=C(Cn1c(NCCCO)nc2ccccc21)c1ccc(Br)cc1
    -4	101	89	1.4	-7	97	0	-3	108
- Cc1ccc(-c2nnc(N3CCCCC3)c3ccccc23)cc1S(=O)(=O)N1CCN(C)CC1
    ·	62	98	1	-5	98	-4	-8	101
- CCN(CC)c1ccc(NC(=O)C2CCCN(S(=O)(=O)c3cnc[nH]3)C2)c(C)c1 (centres undefined)
    -1	91	101	1.1	3	100	-2	-2	115
- COCC(=O)NC1CC2CCCC(C1)N2Cc1ccccc1 (centres undefined)
    -2	98	103	1	5	107	6	2	105
- COc1cccc(C(=O)NC(C)C(c2cccs2)N2CCN(C)CC2)c1 (centres undefined)
    -8	104	90	1	18[fluorescence artefact?]	99	67*[fluorescence artefact?]	-32	115
- CC(=O)SCC(=O)N=c1sc2cc(F)ccc2n1C
    -4	89	74	1.2	7	85	-1	0	111
- CCCCSc1nnc(-c2ccc(C)cc2)n1C
    0	80	97	1.9	2	102	-4	-3	92
- COc1ccc(CCNC(=O)CSc2cc(=O)[nH]c(N)n2)cc1OC
    1	86	96	1.2	-7	97	5	-1	107
- COc1ccc(/C=C/C(=O)NCC(=O)N/N=C/c2cc(Br)ccc2OC)cc1
    ·	56	72	1.1	3	93	31[fluorescence artefact?]	11	90[fluorescence artefact?]
- CCc1nc2sc3c(c2c(=O)o1)CCCC3
    0	103	92	1.1	-1	93	17[fluorescence artefact?]	5[fluorescence artefact?]	86[fluorescence artefact?]
- COc1ccccc1NC(=O)CCC(=O)Nc1ccccc1OC
    1	92	117	1.1	6	91	-5	-3	117
- COc1cc2c(cc1OC)C(c1ccsc1)CC(=O)N2 (centres undefined)
    0	102	90	1.1	8	101	-7	-7	108
- O=C(COc1ccc(S(=O)(=O)N2CCCC2)cc1Cl)N1CCN(c2ccccc2)CC1
    7	63	90	1.3	-8	100	-15	-15	112
- Cc1cc(/N=C/C=C2\N(C)c3ccccc3C2(C)C)n(CCC#N)n1
    -2	20*	84	1.1	29[fluorescence artefact?]	92	6[fluorescence artefact?]	4	93
- CCCCN1CC(COc2ccccc2)OC1=O (centres undefined)
    -4	102	112	1.1	-9	116	-20	-1	138
- CCCSc1nnc(Cn2c(=O)sc3ccccc32)n1-c1ccccc1
    -4	74	98	1.1	1	89	86*[fluorescence artefact?]	-7	126
- O=C(c1ccco1)N1CCN(C(c2coc3ccc(Cl)cc3c2=O)c2nnnn2C2CCCC2)CC1 (centres undefined)
    ·	14*	73	1.1	4	86	-11	-35	92
- Cc1cccc(N2CCN(C(c3ccccc3)c3nnnn3C(C)(C)C)CC2)c1C (centres undefined)
    ·	81	79	1.1	-7	100	-9	-8	94
- COc1ccc(-c2n[nH]c(C)c2-c2cnn(-c3ccccc3)c2)c(O)c1
    ·	66	90	1.2	2	98	1	-5	102[fluorescence artefact?]
